Screening data as filed in PubChem BioAssay.
G9a block – G9a (human) methyltransferase inhibition. G9a H3K9 monomethylation, AlphaScreen, 2 h. Q96KQ7. actives 8.8% (n = 350,000). Potency, µM (titrated, usually from 102 µM), for the others: at the highest dose activity, negative = inhibition, most hits filed as inhibitors; note: % is set by controls: 0 for no effect and ±100 for the full control effect; nearly all actives have a fitted effect of over 75% in size
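Readings reflect AlphaScreen signal from monomethyl-H3K9 antibody detection. HMT at 20 nM; substrate b-H3K9 500 nM; cofactor SAM 20 uM; 2 h RT reaction; compounds tested as titrations in qHTS with 15 min preincubation.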
POLK inh – inhibitors of human DNA polymerase kappa. AID 588579. Q9UBT6. actives 0.53% (n = 400,000). Potency, µM (doses to about 107 µM), for the others: at the top dose activity, negative = inhibition, most hits filed as inhibitors. purified Pol kappa, fluorescent DNA synthesis assay, 10 min; note: % is set by controls: 0 for no effect and ±100 for the full control effect
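Fluorescent qHTS in 1536-well format: enzyme (10 nM) and compound sat 15 min at room temperature before 50 nM substrate (final) was added. Signal taken at 0 and 10 min; no-enzyme buffer wells were negative controls.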
POLB inh – DNA polymerase beta (human) inhibition. P06746. AID 485314. Potency, µM (top dose mostly 114 µM), for the others: at the highest dose activity change, negative = inhibition, usual class: inhibitors. Pol beta primer extension/strand displacement, fluorescence kinetic. actives 1.3% (n = 340,000); note: % is set by controls: 0 for no effect and ±100 for the full control effect
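Human Pol beta at 10 nM; strand-displacement substrate 50 nM final. Compound exposure 15 min at room temperature before start, reaction 10 min at room temperature.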
APEX1 inh – inhibitors of human APE1 endonuclease; P27695; recombinant APE1, TAMRA/BHQ-2 abasic DNA cleavage fluorescence; Potency, µM (highest dose often 65.8 µM), for inactives: at the highest dose activity change, negative = inhibition, hits mostly inhibitors; actives 0.35% (n = 350,000); AID 2517;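 note: plate controls were vehicle for no effect and reference inhibitor for full effect; nearly all actives have a fitted effect of over 55% in size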
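APE1 at 0.75 nM final was preincubated with compound 15 min at room temperature, then 50 nM double-stranded THF abasic-site substrate (5'-TAMRA/3'-BHQ-2) was added. Fluorescence (ex 525/em 598 nm) was read kinetically; third-minus-first read gave activity.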
JMJD2A Tudor – blocks the human JMJD2A Tudor domain | O75164 | AlphaScreen JMJD2A-Tudor / H3K4me3 peptide binding | Potency, µM (top dose mostly 114 µM), for the others: top-dose activity change, negative = inhibition, usual class: inhibitors | actives 4.4% (n = 390,000) | AID 504339; note: % is set by controls: 0 for no effect and ±100 for the full control effect; nearly all actives have a fitted effect of over 50% in size
BLM helicase inh – Bloom syndrome helicase (human) inhibition | Potency, µM (series often up to 56.1 µM), without a hit: at the top dose activity change, negative = inhibition, actives largely listed as inhibitors | actives 0.2% (n = 350,000) | P54132 | recombinant BLM DNA unwinding, fluorescence dequenching;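 note: plate controls were vehicle for no effect and no enzyme for full effect; nearly all actives have a fitted effect of over 35% in size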
BAZ2B block – blocks human BAZ2B. actives 4.4% (n = 360,000). Potency, µM (series often up to 114 µM), for the others: at the top dose activity change, negative = inhibition, usual class: inhibitors. Q9UIF8. AID 504333. AlphaScreen BAZ2B-H3K14Ac peptide displacement; note: % is set by controls: 0 for no effect and ±100 for the full control effect; nearly all actives have a fitted effect of over 60% in size
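BAZ2B 50 nM plus b-H3(5-23)K14Ac 50 nM, PBS pH 7.4/0.01% Tween-20, 30 min RT; compound added (max 110 uM), 30 min RT; streptavidin donor/Ni-chelate acceptor beads 10 ug/mL final, 20 min dark; AlphaScreen read.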
Pol iota inh – DNA polymerase iota (human) inhibition; Potency, µM (highest dose often 115 µM), without a hit: at the highest dose activity, negative = inhibition, usual class: inhibitors; Pol iota fluorescent replication assay, 10 min; actives 1% (n = 390,000)
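Fluorescent replication assay read twice, at 0 min and 10 min after adding 50 nM (final) substrate. Enzyme (10 nM) and compounds were first incubated 15 min at room temperature; enzyme-free buffer wells were negative controls.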
Pol eta inh – inhibitors of human DNA polymerase eta; AID 588591; Potency, µM (titrated, usually from 114 µM), without a hit: top-dose activity change, negative = inhibition, usual class: inhibitors; recombinant Pol eta, fluorescent DNA replication assay; actives 1.2% (n = 390,000); Q9Y253; note: % is set by controls: 0 for no effect and ±100 for the full control effect
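Pol eta at 10 nM preincubated with compounds 15 min at room temperature; reaction started with fluorescent substrate (50 nM final) and read kinetically at 0 and 10 min.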
* = called active by the depositor; ? = inconclusive; / = no result given; & = joins results of further samples; [ ] = dose if it differs, or a comment. Calls come from the whole dose curve; as a rule, active = well fitted curve in the direction sought with a large enough effect; inconclusive = small, poorly fitted or top-dose-only effect, or another doubt; inactive = no such curve, though single readings can be large; an effect the other way counts as inactive or inconclusive. Potency is the fitted concentration of half-maximal effect.

SMILES	G9a block	POLK inh	POLB inh	APEX1 inh	JMJD2A Tudor	BLM helicase inh	BAZ2B block	Pol iota inh	Pol eta inh
N#Cc1nc(-c2cccs2)oc1NCCCN1CCOCC1	5%[59 µM]	-5%	12%	1%	-19%	2%	4%	-27%	14%
O=C(CSc1nc2cc(C(F)(F)F)ccc2n1Cc1ccccc1)NC1CCS(=O)(=O)C1 (configuration not stated)	21%[59 µM]	-14%	13%	-10%	-20%	-7%	3%	6%	-23%
Cc1ccc(NC(=O)CN2C(=O)NC3(CCCC3)C2=O)c(Cl)c1	6%	-1%	9%	33%	-7%	0%	-2%	14%	-9%
Cc1nn2c(-c3ccc(Cl)cc3)ccnc2c1-c1ccccc1	-42%[12.7 µM]	-7%	3%	16%	2%[57.1 µM]	1%	7%	-1%	-10%
O=C(Nc1ccc2oc(-c3ccccc3F)nc2c1)c1ccco1	-40%	6%	0%	-1%	-3%	1%	-6%	59%[activator]	-2%
CCOC(=O)C1(CC2CC2)CCN(Cc2cc(Cl)c(O)c(OC)c2)CC1	?	-7%	16%	2%	-12%[57.1 µM]	2%	-22%	94%[activator]	-19%
CC(=O)c1cccc(NC(=O)CCn2c(=S)oc3ccccc32)c1	?	-11%	?	7%	-25%	-13%	-25%	25%	-12%
COc1ccc(CC(=O)NC(=S)Nc2ccc(S(N)(=O)=O)cc2)cc1	?	-1%	27%	4%	-17%	-3%	-8%	-13%	1%
COC(=O)c1ccc(CSc2nnc(CNC(=O)c3ccc(OC)cc3)o2)o1	15%[59 µM]	-15%	5%	-5%	-6%[57.1 µM]	-1%	2%	23%	-4%
Clc1ccc(-c2nc3ncccn3c2Cl)cc1	-45%	-12%	-1%	-6%	-14%	-1%	-11%	44%[activator]	-17%
COc1ccc(-n2ncc3c2ncn2nc(COc4ccc(Cl)cc4)nc32)cc1	9%[59 µM]	4%	2%	/	-6%	1%	-1%	-14%	/
O=C1CSC(c2ccncc2)N1Cc1ccc(F)cc1 (configuration not stated)	/	11%	9%	-1%	-4%	-2%	6%	-17%	-23%
O=C(COC(=O)C1c2ccccc2Oc2ccccc21)Nc1ccc2c(c1)OCO2	?	-16%	2%	?	-33%	-12%	-38%	?	?
CCOC(=O)c1c(N)sc(C(=O)Nc2ccccc2)c1C	-2%[0.501 µM]	-9%	3%	-3%	-30%	-6%	-15%	-23%	-10%
CCCNC(=O)c1nnsc1Sc1ccc(Cl)cc1	2%	-4%	4%	-6%	3%	-6%	-32%	54%[activator]	-12%
CS(=O)(=O)N1CCC2(CCN(Cc3nccs3)CC2)CC1	-19%[12.7 µM]	-11%[60.1 µM]	/	-12%	/	2%	/	/	/
Cc1ccc(N=C(c2cccs2)N2CCOCC2)cc1	-30%[12.7 µM]	7%	-23%	0%	-9%	-2%	-2%	-6%	-7%
c1ccc(C[C@H]2CN=C(Nc3ccccc3)N2CC2CCCCCC2)cc1	/	-8%	/	5%	-16%	/	/	?	-11%
O=C(NNC(=O)c1ccc(Cl)cc1Cl)c1csc(-c2cccnc2)n1	22%	-16%	14%	-3%	-6%	-4%	16%	?	-1%
CC1CCCCC12NC(=O)N(CC(=O)NNC(=O)c1ccc(Br)cc1)C2=O (configuration not stated)	/	-23%	/	21%	-23%	/	/	8%	2%
N=C1/C(=C/c2cccn2-c2cccc([N+](=O)[O-])c2)C(=O)N=C2SC=CN12	30%	/	1%	3%	/	-6%	?	/	/
Cc1ccc(C(C)(C)C)cc1S(=O)(=O)Nc1cccc(C(=O)N2CCN(c3ccccn3)CC2)c1	?	-8%	/	9%	-23%	/	-7%	-14%	-22%
CCc1ccc(Nc2nc(C)cc(C)n2)cc1	/	-6%	-21%	0%	?	-9%	-6%	79%[activator]	-19%
COc1cc(-c2nc3cccc(C)n3c2NCC2CCCO2)ccc1O (configuration not stated)	21%[12.7 µM]	-10%	5%	10%	-15%	2%	?	161%[activator]	-8%
Cc1ccc(-c2nc3sc4c(c3c(=O)n2N)CC(C)(C)OC4)cc1	-5%	-11%	-11%	1%	-24%[57.1 µM]	-1%	2%	26%	-9%
Continuation:
SMILES	G9a block	POLK inh	POLB inh	APEX1 inh	JMJD2A Tudor	BLM helicase inh	BAZ2B block	Pol iota inh	Pol eta inh
O=Cc1ccc2ccc3cccnc3c2n1	?	0%	3%	3%	63µM*	3%	?	25%	-13%
CCc1ccc(Nc2n[n+](-c3ccccc3)c(-c3cccc(Cl)c3Cl)s2)cc1	11%[2.33 µM]	3%	/	-23%	56µM*	/	?	-14%	6%
CCOc1ccc(C2NC(=O)CCC2[N+](=O)[O-])cc1 (configuration not stated)	/	-13%	52%	-4%	-3%	-2%	-5%	65%[activator]	-8%
CN1CCN(c2ccc([N+](=O)[O-])cc2NC(=O)c2ccccc2)CC1	-10%[2.33 µM]	3%	27%	-2%	-19%	5%	-2%	21%	3%
O=c1c(-c2ccccc2)nc2cnc(N3CCOCC3)nc2n1C[C@H]1CCCO1	2%[0.501 µM]	1%[60.1 µM]	/	0%	/	1%	/	/	/
COC(=O)[C@H](CC(C)C)N(Cc1ccccc1)S(=O)(=O)N(Cc1ccccc1)[C@@H](CC(C)C)C(=O)OC	/	-2%&-6%	/	-18%	2%	/	/	18%&8%	-12%
CC(=O)c1cccc(NC(=O)N[C@@H](CC(C)C)C(=O)O)c1	14%[59 µM]	-14%	3%	-1%	-10%	-7%	2%	16%	-14%
O=C(NCCCCc1ccccc1)c1cccc(NC(=O)C2CCC2)c1	/	-16%	/	/	-7%	/	/	-14%	-8%
COC(=O)c1sccc1S(=O)(=O)N1CCN(c2ccc(C)cc2C)CC1	11%[59 µM]	-6%	-25%	/	3%	-10%	0%	5%	-25%
N#Cc1c(-c2ccc(Cl)cc2)c(C#N)c(=O)n(N)c1N	6%[59 µM]	-1%	19%	6%	?	-2%	36%[activator]	-7%	-20%
Cn1ncc2c(NCc3cccc(C(F)(F)F)c3)c(C(=O)O)cnc21	-7%	/	15%	3%	/	-12%	1%	/	/
CO/N=C1\CCCc2c(C(=O)NN)sc(SC)c21	-4%	-3%	-1%	-3%	-24%	0%	-3%	46%[activator]	-5%
CS(=O)(=O)N(CC(=O)NCc1ccco1)c1ccc(Cl)cc1Cl	-33%	-7%	3%	-2%	-9%	2%	-21%	-16%	0%
Cc1nc(SCC(=O)Nc2c(C)n(C)n(-c3ccccc3)c2=O)[nH]c(=O)c1Cc1ccccc1	?	5%[60.1 µM]	2%	15%	-11%	-10%	-4%	-23%	2%
COc1cnn(-c2ccccc2)c(=O)c1SCc1ccc(Cl)c(Cl)c1	42%[activator]	-13%	4%	-6%	29%	-9%	28%	-3%	-8%
CC1CCN(Cc2ccc(-c3nnn(CC(=O)NC4CCCCC4)n3)cc2)CC1	-4%	-4%	-16%	0%	-16%	-2%	-16%	9%	-7%
CC(=O)c1ccc(OCc2cc(C(=O)N3CC[C@@H]4CCCC[C@H]4C3)no2)cc1	/	-21%	7%	5%	-11%	-7%	2%	-2%	-5%
CC(C)(C)c1ccc(C(=O)NCc2nnc(SCC(=O)NCc3ccco3)o2)cc1	8%	6%	-2%	13%	-22%	-4%	-24%	40%[activator]	-22%
CC(C)(C)c1cc(S(=O)(=O)CCc2ccccn2)cc(C(C)(C)C)c1F	20%[59 µM]	-13%	-7%	1%	14%	-11%	1%	-1%	-9%
CCn1nc(C)c(CCC(=O)O)c1C	18%[12.7 µM]	4%	-27%	-3%	-16%	-5%	-13%	58%[activator]	-18%
CCCn1c(=NC(=O)c2cc3ccccc3o2)c(C(=O)OCC)cc2c(=O)n3ccccc3nc21	2%[59 µM]	-3%	1%	/	8%	-11%	2%	6%	-24%

Ordered by molar mass (smallest number first): 12 of the compounds above
SMILES	G9a block	POLK inh	POLB inh	APEX1 inh	JMJD2A Tudor	BLM helicase inh	BAZ2B block	Pol iota inh	Pol eta inh
O=Cc1ccc2ccc3cccnc3c2n1	?	0%	3%	3%	63µM*	3%	?	25%	-13%
CCOc1ccc(C2NC(=O)CCC2[N+](=O)[O-])cc1 (configuration not stated)	/	-13%	52%	-4%	-3%	-2%	-5%	65%[activator]	-8%
N#Cc1c(-c2ccc(Cl)cc2)c(C#N)c(=O)n(N)c1N	6%[59 µM]	-1%	19%	6%	?	-2%	36%[activator]	-7%	-20%
CC(=O)c1cccc(NC(=O)N[C@@H](CC(C)C)C(=O)O)c1	14%[59 µM]	-14%	3%	-1%	-10%	-7%	2%	16%	-14%
CN1CCN(c2ccc([N+](=O)[O-])cc2NC(=O)c2ccccc2)CC1	-10%[2.33 µM]	3%	27%	-2%	-19%	5%	-2%	21%	3%
Cn1ncc2c(NCc3cccc(C(F)(F)F)c3)c(C(=O)O)cnc21	-7%	/	15%	3%	/	-12%	1%	/	/
CC(C)(C)c1cc(S(=O)(=O)CCc2ccccn2)cc(C(C)(C)C)c1F	20%[59 µM]	-13%	-7%	1%	14%	-11%	1%	-1%	-9%
COc1cnn(-c2ccccc2)c(=O)c1SCc1ccc(Cl)c(Cl)c1	42%[activator]	-13%	4%	-6%	29%	-9%	28%	-3%	-8%
COC(=O)c1sccc1S(=O)(=O)N1CCN(c2ccc(C)cc2C)CC1	11%[59 µM]	-6%	-25%	/	3%	-10%	0%	5%	-25%
CCc1ccc(Nc2n[n+](-c3ccccc3)c(-c3cccc(Cl)c3Cl)s2)cc1	11%[2.33 µM]	3%	/	-23%	56µM*	/	?	-14%	6%
CC(C)(C)c1ccc(C(=O)NCc2nnc(SCC(=O)NCc3ccco3)o2)cc1	8%	6%	-2%	13%	-22%	-4%	-24%	40%[activator]	-22%
COC(=O)[C@H](CC(C)C)N(Cc1ccccc1)S(=O)(=O)N(Cc1ccccc1)[C@@H](CC(C)C)C(=O)OC	/	-2%&-6%	/	-18%	2%	/	/	18%&8%	-12%

An excerpt from above, showing only G9a block.
structure	G9a block
CCc1ccc(Nc2n[n+](-c3ccccc3)c(-c3cccc(Cl)c3Cl)s2)cc1	11%[2.33 µM]
N#Cc1c(-c2ccc(Cl)cc2)c(C#N)c(=O)n(N)c1N	6%[59 µM]

An excerpt, so the mix of outcomes need not match the whole.
